Compound activity deposited in PubChem BioAssay by National Center for Advancing Translational Sciences (NCATS).
GLS inhibitor = inhibitors of human glutaminase (GLS); O94925; GLS enzymatic activity, qHTS titration; actives 0.21% (n = 410,000); AID 624170; Potency, µM (series often up to 45.5 µM), inactives show top-dose activity change, negative = inhibition, hits mostly inhibitors; further: potency means the concentration at half of the fitted maximal effect; on the % scale 0 is the no-effect control and ±100 the full control effect
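Assay buffer: 45 mM KH2PO4 pH 8.2, 0.02% Tween-20. hKGA acts on L-glutamine (1 mM solution added); product glutamate is reported by an oxidase/peroxidase Amplex Red coupling, with fluorescence taken at baseline and 30 min.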
PGK inhibitor = inhibitors of T. brucei phosphoglycerate kinase; P07378; PGK/GAPDH coupled, Kinase-Glo luminescence, 60 min; Potency, µM (highest dose often 57.5 µM), inactives show at the top dose activity change, negative = inhibition, actives largely listed as inhibitors; actives 0.043% (n = 380,000); further: potency means the concentration at half of the fitted maximal effect; on the % scale 0 is the no-effect control and ±100 the full control effect; nearly all actives have a fitted effect of over 60% in size
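Luminescent ATP detection (Kinase-Glo Plus) follows a 60-minute room-temperature incubation, with wells lacking PGK as controls. Buffer: 100 mM TEA (pH 7.6), 5 mM MgCl2, 0.01% Tween-20. Coupling enzyme GAPDH (100 nM final) supplies unstable 1,3-BPG in-well.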
JMJD2A Tudor inh = JMJD2A Tudor domain (human) inhibition; O75164; AlphaScreen JMJD2A-Tudor / H3K4me3 peptide binding; Potency, µM (top dose mostly 114 µM), inactives show at the highest dose activity change, negative = inhibition, usual class: inhibitors; actives 4.4% (n = 390,000); AID 504339; further: potency means the concentration at half of the fitted maximal effect; on the % scale 0 is the no-effect control and ±100 the full control effect; nearly all actives have a fitted effect of over 50% in size
PI4K2A inh = blocks human PI4K2A kinase activity | Q9BTU6 | purified PI4K2A, ADP-Glo luminescence, 1 h; active compounds read low | activity change, negative = inhibition, % at 76.9 µM | actives 0.13% (n = 420,000) | AID 1346378; in the data active means activity change below about -50%; inconclusive means mostly about -30% to -49%;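 further: -100% = wells without enzyme as full effect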
Target sequence (Q9BTU6 whole entry, looked up): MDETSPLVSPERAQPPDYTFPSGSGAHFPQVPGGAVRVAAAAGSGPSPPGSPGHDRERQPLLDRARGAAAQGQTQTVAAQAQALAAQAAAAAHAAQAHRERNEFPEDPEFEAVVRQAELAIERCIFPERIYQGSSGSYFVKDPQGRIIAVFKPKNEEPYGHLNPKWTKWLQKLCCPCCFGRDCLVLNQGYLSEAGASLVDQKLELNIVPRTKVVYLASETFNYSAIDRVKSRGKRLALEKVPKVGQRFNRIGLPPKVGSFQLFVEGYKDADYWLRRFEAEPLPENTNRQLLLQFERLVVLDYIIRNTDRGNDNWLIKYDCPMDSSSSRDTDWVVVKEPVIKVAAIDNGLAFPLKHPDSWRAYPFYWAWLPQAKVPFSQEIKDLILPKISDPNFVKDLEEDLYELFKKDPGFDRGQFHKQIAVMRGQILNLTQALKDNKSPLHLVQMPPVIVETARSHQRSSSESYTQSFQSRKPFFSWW
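In this quantitative HTS, ADP production by PI4K2A was quantified luminescently after 1 h at ambient temperature; 100 microM adenosine served as plate-quality control.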
HP1b chromo inh = HP1-beta chromodomain-methylated histone interaction inhibition; P83916; AlphaScreen HP1-beta / biotin-H3K9me3 peptide binding; Potency, µM (highest dose often 114 µM), without a hit: at the highest dose activity change, negative = inhibition, usual class: inhibitors; actives 0.56% (n = 390,000); AID 540317; further: potency means the concentration at half of the fitted maximal effect; nearly all actives have a fitted effect of over 70% in size; inactives centre near 23
Target sequence (P83916 whole entry, looked up): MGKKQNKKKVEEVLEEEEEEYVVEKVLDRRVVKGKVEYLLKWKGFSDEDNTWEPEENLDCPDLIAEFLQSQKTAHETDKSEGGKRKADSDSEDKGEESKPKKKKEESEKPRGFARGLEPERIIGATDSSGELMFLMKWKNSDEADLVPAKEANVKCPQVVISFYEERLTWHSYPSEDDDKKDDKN
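Compound inhibition of the preformed complex between 50 nM HP1-beta and 50 nM biotinylated H3K9me3 peptide was read by AlphaScreen. Buffer was PBS pH 7.4 with 0.01% Tween-20. Incubations ran 30 min at room temperature, with 10 ug/mL donor/acceptor beads.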
Pin1 inhibitor = blocks the human prolyl isomerase Pin1; Q13526; Pin1 FP peptide displacement, HiFluor488, 10 min; Potency, µM (series often up to 115 µM), for inactives: at the highest dose activity, negative = inhibition, usual class: inhibitors; actives 0.009% (n = 390,000); AID 504891; active means well fitted inhibition curve with a large enough effect in the polarisation, with a control signal flat, not every such curve was filed as active; inconclusive means small, poorly fitted or top-dose-only effect, or effect the other way, or a change in a side signal; inactive means no such curve, though single readings can be large or run the other way; the % refers to the polarisation; further: potency means the concentration at half of the fitted maximal effect; on the % scale 0 is the no-effect control and ±100 the full control effect
Target sequence (Q13526 whole entry, looked up): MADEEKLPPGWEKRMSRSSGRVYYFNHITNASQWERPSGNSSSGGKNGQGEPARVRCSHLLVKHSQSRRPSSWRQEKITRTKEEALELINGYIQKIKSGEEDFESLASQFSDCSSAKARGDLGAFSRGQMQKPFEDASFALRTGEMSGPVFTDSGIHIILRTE
ERG Ets-DNA blk = ERG Ets/DNA interaction inhibition; P11308; fluorescence polarization, His-ERG Ets domain / labelled DNA; Potency, µM (top dose mostly 76.9 µM), for inactives: at the top dose FP activity, negative = inhibition, actives largely listed as inhibitors; actives 0.028% (n = 370,000); AID 624246; active means well fitted inhibition curve with a large enough effect in the polarisation, with a control signal flat; inconclusive means small, poorly fitted or top-dose-only effect, or effect the other way, or a change in a side signal; inactive means no such curve, though single readings can be large or run the other way; the % refers to the polarisation;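 further: polarization taken with two DNA probes labelled with fluorescein and Texas red; potency means the concentration at half of the fitted maximal effect; % of control where 0% means no effect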
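His-tagged ERG Ets domain (1 uM in the protein solution; 300mM KCl, 50mM Tris-HCl, 1mM EDTA, 1mM DTT, pH 7.5) received compound, then a probe mix of 5 nM fluorescein-DNA and 100nM Texas-615-DNA. Fluorescence polarization was read for both dyes.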
BAZ2B block = inhibitors of human BAZ2B bromodomain; Q9UIF8; AlphaScreen BAZ2B-H3K14Ac peptide displacement; actives 4.4% (n = 360,000); Potency, µM (highest dose often 114 µM), for inactives: top-dose activity change, negative = inhibition, usual class: inhibitors; further: potency means the concentration at half of the fitted maximal effect; on the % scale 0 is the no-effect control and ±100 the full control effect; nearly all actives have a fitted effect of over 60% in size
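BAZ2B (50 nM) with biotin-H3(5-23)K14Ac peptide (50 nM) in PBS pH 7.4, 0.01% Tween-20, preformed 30 min, then compound 30 min at room temperature; top concentration 110uM. AlphaScreen streptavidin donor/nickel chelate acceptor beads (10 ug/mL final), 20 min dark, signal read.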
G9a inh = inhibitors of human histone lysine methyltransferase G9a. G9a H3K9 monomethylation, AlphaScreen, 2 h. Potency, µM (series often up to 102 µM), for the others: at the top dose activity, negative = inhibition, hits mostly inhibitors. actives 8.8% (n = 350,000); further: potency means the concentration at half of the fitted maximal effect; on the % scale 0 is the no-effect control and ±100 the full control effect; nearly all actives have a fitted effect of over 75% in size
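Methyltransferase reactions run at room temperature for 2 h (20 nM enzyme, 500 nM biotin-H3K9 peptide, 20 uM SAM) after a 15 min compound preincubation; product detected by AlphaScreen beads and anti-H3K9me1 antibody.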
Active calls of the source: *; i = inactive; ? = inconclusive; . = no result given; & = joins results of further samples; [ ] = dose if it differs, or a comment. Unless noted, the call rests on the fitted dose curve; in most records, active means well fitted curve in the direction sought with a large enough effect; inconclusive means small, poorly fitted or top-dose-only effect, or another doubt; inactive means no such curve, though single readings can be large; an effect the other way counts as inactive or inconclusive.

SMILES	GLS inhibitor	PGK inhibitor	JMJD2A Tudor inh	PI4K2A inh	HP1b chromo inh	Pin1 inhibitor	ERG Ets-DNA blk	BAZ2B block	G9a inh
O=C(NNc1cc(Cl)ccc1Cl)C1CCC1	?	-1%	71µM*	1	-5%	-9%	-15%	0%	50µM*
C/C(=N\NC(=O)c1cc(C)nc2ccccc12)c1ccccn1	-4%	-1%	20µM*	6	44%[activator]	-1%	2%	7.9µM*	25%[2.33 µM]
CC(C)C[C@H](NC(=O)c1nc[nH]c1C(=O)NCC(=O)OC(C)(C)C)C(=O)OCc1ccccc1	2%	4%	-24%	-1	30%	?	5%	5%	3%[59 µM]
CC(=O)Nc1ccc(N2C(=O)CC(Sc3nc4ccccc4s3)C2=O)cc1 (stereo unspecified)	6%	-6%	-17%	1	35%	0%	6%	-32%	28µM*
CC(C)(C)CC(C)(C)NC(=S)Nc1ccc(S(=O)(=O)N2CCOCC2)cc1	-3%	-9%	-11%	2	9%	22%	-1%	-20%	6%[59 µM]
Cc1c(Cl)cccc1NC(=O)Cn1c(=O)n(Cc2ccco2)c(=O)c2sc3ccccc3c21	-4%	-1%	-18%	0	53%[activator]	2%	3%	0%	37%[59 µM]
O=C(Nc1ccc(O)c(-c2nc3ccccc3o2)c1)C1(c2ccc([N+](=O)[O-])cc2)CCCC1	2%	1%	-9%	-3	28%	13%	8%	13%	-7%
O=c1c2cc(NC(=S)NCCCN3CCC(Cc4ccccc4)CC3)ccc2nc2n1CCCCC2	6%	-9%	-34%	15	12%	2%	9%	-29%	?
CCOC(=O)CCCCC(=O)c1[nH]c(=O)[nH]c1CSc1nc2ccccc2[nH]1	0%	-4%	79µM*	-1	21%	-3%	.	?	1.6µM*
O=S(=O)(c1cccc(Br)c1)N1CCN(C(=S)NCC2CCCO2)CC1 (stereo unspecified)	4%	0%	-1%	-5	14%	3%	8%	15%	6%
COc1ccccc1NC(=O)CCc1nc(-c2ccccc2F)no1	-15%	-2%	11%	-1	59%[activator]	-1%	-2%	-1%	4%
Cc1ccnc(NS(=O)(=O)c2ccc(CC(C)C)cc2)c1	14%	-6%	-9%	3	-4%	-1%	6%	12%	21%[12.7 µM]
COC(=O)C1=C(C)NC(=O)NC1c1ccc(-c2ccc(F)cc2)o1 (stereo unspecified)	0%	-7%	-21%	0	5%	8%	11%	-23%	?
COC(=O)c1ccc(Cn2nnc3ccccc3c2=O)o1	21%	-9%	-19%	1	19%	-1%	.	-2%	-9%
CCN(CC)S(=O)(=O)c1cccc(NC(=O)CN2C(=O)NC3(CCC(C)CC3)C2=O)c1 (stereo unspecified)	-4%	0%	-12%	4	19%	2%	-8%	3%	-7%
CCCCNC(=O)CSc1nc2ccccc2nc1Cc1ccc(Cl)cc1	-10%	-1%	-20%	6	25%[57 µM]	-3%	3%	1%	-2%[59 µM]
Cc1cccc(C(=O)N[C@H](C(=O)Nc2ccc3c(c2)OCO3)C(C)C)c1	14%	3%	-28%	-9	-6%	-3%	-6%	.	.
COc1ccc(CNC(=O)CSc2nnc(C)c3c(C)n(-c4ccccc4)nc23)c(OC)c1	2%	-2%	-11%	1	-8%	11%	1%	-20%	-29%[59 µM]
COc1cc(NS(=O)(=O)c2ccc(NC(=S)NC(=O)c3sc4cc(F)ccc4c3Cl)cc2)nc(OC)n1	-3%	-5%	?	3	?	?	-18%	-29%	?
O=c1c2ccccc2cnn1CCOc1ccccc1	-5%	-14%	6%	-15	41%[activator]	-2%	0%	-1%	?
CC(C)OCCCNS(=O)(=O)c1ccc2c(c1)OCCO2	0%	i	4%	2	30%	-9%	1%	5%	8%[59 µM]
CS(=O)(=O)N1CCN(c2nc(-c3ccc(F)cc3)cs2)CC1	21%	9%	-6%	0	22%	-1%	1%	-8%	2%[12.7 µM]
COc1c(Cl)cc(Cl)cc1C(=O)Nc1ccc(NC(C)=O)cc1	-4%	-9%	-11%	-1	47%[activator]	-2%	6%	-25%	1%
O=C(NNC(=O)c1cnccc1C(F)(F)F)c1ccc(Cl)cc1	-5%	-7%	-4%	1	33%	-4%	-6%	2%	?
CC(C)CCNC(=O)c1onc(CSc2nc3ccccc3[nH]2)c1C(=O)NCCC(C)C	-10%	-3%	-36%	3	41%[activator]	12%	17%	-9%	.
Later entries:
SMILES	GLS inhibitor	PGK inhibitor	JMJD2A Tudor inh	PI4K2A inh	HP1b chromo inh	Pin1 inhibitor	ERG Ets-DNA blk	BAZ2B block	G9a inh
COc1ccccc1C(=O)N1CCN(C(=O)c2oc3ccc(C)cc3c2C)CC1	0%	i	-23%	-4	21%	-1%	-13%	-26%	6%
CCOC(=O)c1ccccc1NC(=O)N(Cc1ccco1)C1CCN(C(C)=O)CC1	-3%	-7%	-22%	-6	28%	-3%	4%	-16%	-6%[59 µM]
CCOc1ccc(CN2CCc3nc(N4CCN(c5ccccn5)CC4)ncc3C2)cc1OC	4%	3%	89µM*	-1	17%	-2%	2%	79µM*	?
CC1CCCC(NC(=O)CN2CCN(S(=O)(=O)c3ccc(Br)s3)CC2)C1C (stereo unspecified)	8%	8%	-7%	-2	9%	5%	-2%	7%	-13%
CCOc1ccc(NC(=O)Cn2c(=O)c(CNc3ccc(CC)cc3)cc3cc4c(cc32)OCO4)cc1	10%	0%	-1%	-5	47%[activator]	0%	1%	-12%	1%[59 µM]
CCOc1ccccc1C(=O)N(C)Cc1cc2cc(OC)ccc2[nH]c1=O	6%	-8%	-13%	-6	9%	1%	3%	?	-49%
Cc1c(C(=O)Nc2ccc(F)cc2)oc2ccc(S(=O)(=O)N3CCC4(CC3)OCCO4)cc12	-4%	i	-20%	1	37%	11%	-1%	-6%	11%[12.7 µM]
CCN(C(=O)CSc1nc2ccc(OC)cc2[nH]1)c1c(N)n(Cc2ccccc2)c(=O)[nH]c1=O	4%	-4%	-18%	3	-5%	-7%	2%	6%	19%[2.33 µM]
CCOC(=O)N1CCN(S(=O)(=O)N2CCCC(C(=O)NCc3cc(Br)ccc3OC)C2)CC1 (stereo unspecified)	4%&-7%	-5%	-11%	-5&-5	36%	-3%	4%	?	5%[59 µM]
O=C(CSc1ncc(-c2ccccc2)[nH]1)Nc1ccccc1F	20%	7%	-30%	5	10%	2%	-5%	?	?
Cc1ccc(CSCC(=O)NCc2cccs2)cc1	8%	9%	-8%	1	20%	2%	-4%	-1%	7%[59 µM]
CS(=O)(=O)N1CCN(C(=O)Cc2ccccc2)CC1	0%	11%	9%	17	26%	2%	-3%	.	-6%[59 µM]
CCC(CC)c1nnc(NC(=O)c2ccc(N3CCCCC3)c([N+](=O)[O-])c2)s1	0%	3%	?	-4	?	0%	-7%	?	?
Cc1nnc(SCC(=O)Nc2cc(S(=O)(=O)N3CCOCC3)ccc2N2CCCC2)s1	16%	-8%	-5%	1	39%	1%	9%	.	.
Cc1ccc(C(=O)NNC2=Nc3cccc4cccc2c34)cc1	6%	-4%	-21%	4	28%	2%	-7%	4%	17%
CC(=O)C1=C(C)NC(SCc2cccc([N+](=O)[O-])c2)=C(C#N)C1c1ccco1 (stereo unspecified)	9%	-1%	?	-3	-13%	2%	3%	40µM*	.
COc1ccc(NC(=O)CC2C(=O)N(CCc3ccccc3)C(=S)N2Cc2cccnc2)cc1 (stereo unspecified)	-3%	0%	?	-5	7%	-7%	7%	-37%	?
Cc1occc1C(=O)N1CCN(S(=O)(=O)c2ccc(F)cc2)CC1	-6%	-5%	7%	7	29%	-6%	-6%	10%	23%[12.7 µM]
CCCC(=O)OCCNc1cc(SCCC(=O)OC)c2nonc2c1[N+](=O)[O-]	-5%	-7%	-25%	8	19%	3%	-12%	?	?
Cc1ccc(Cl)cc1N1CCN(S(=O)(=O)c2c(C)nc3scc(C)n3c2=O)CC1	-9%	-1%	-21%	7	-16%	26%	9%	1%	7%
Cc1ccc(NC(=O)Cn2nc(-c3ccccc3)nc(Cc3ccc(Cl)cc3)c2=O)cc1	3%	-9%	-11%	-1	24%	0%	1%	-3%	0%[59 µM]
CCOc1cc(N2CCOCC2)c(OCC)cc1NC(=O)COc1cccc2cccnc12	27%	-9%	?	-16	-5%	-5%	4%	?	16%[59 µM]
N#Cc1c(SCC(=O)Nc2ccc(C(F)(F)F)cc2)sc2c(O)cc(=O)[nH]c12	2%	-5%	-21%	0	11%	-1%	12%	3%	?
COc1ccc(/C=C/C(=O)OCC(=O)NC2CCCC2)c(OC)c1	2%	-5%	-14%	2	22%	4%	-3%	7%	78%[activator][12.7 µM]
Cc1cc(=O)oc2cc(OCC(=O)Nc3ccccc3C(N)=O)c(Cl)cc12	6%	-7%	-21%	-1	54%	-6%	-1%	-4%	33%[activator]
CN(Cc1cn(C)nc1-c1cccc(Cl)c1)Cc1nccn1C	3%	-12%	-17%	-3	16%	2%	4%	?	-118%[59 µM]
